# Source: PubChem
# SRC3 TRFRET art: counter-screen for PPARgamma SRC-3 recruitment agonists: TR-FRET artefact | PPARgamma/SRC-3 format; active compounds read high | TR-FRET ratio at 8 µM | hit rate 0.39% among 99,000 | AID 1048; in the data active = TR-FRET ratio above about 2000; also: inactives centre near 1600; reference of the scale not given here
# SRC1 TRFRET art: flags TR-FRET format artefacts in PPARgamma SRC-1 recruitment agonist screen; TR-FRET detection artefact counter-screen, emission ratio; active compounds read high; TR-FRET ratio at 8 µM; hit rate 0.34% among 99,000; AID 1051; in the data active = TR-FRET ratio above about 2300; also: inactives centre near 1800; reference of the scale not given here
# * marks the source's active call; other numbers are inactive results.
item	structure	SRC3 TRFRET art	SRC1 TRFRET art
1	C[n+]1ccc(CC2C(=[N+]([O-])[O-])C=Nc3ncnn32)cc1 (stereo not drawn)	1554	1760
2	COc1cc(C(=O)NCC(=O)OCc2cc(=O)oc3c(C)c(C)ccc23)cc(OC)c1OC	1849	1862
3	COc1ccccc1-n1cc(C(=O)N2CCCC(CO)(Cc3ccccc3C)C2)cn1 (stereo not drawn)	1599	1764
4	OCC(O)CNC(=S)NC1CCCCC1 (stereo not drawn)	1481	1640
5	CS(=O)(=O)N(CC(=O)NC1CCCCC1)c1cccc(F)c1	1528	1692
6	CC(C(=O)OCC(=O)Nc1cccc(S(=O)(=O)N(C)C)c1)N1C(=O)c2ccccc2C1=O (stereo not drawn)	1469	1964
7	COc1ccc(NC(=O)OCCN2CCN(Cc3ccccc3)CCC2=O)cc1	1545	1695
8	CCOc1ccc(N2C(=O)CC(N(C)Cc3ccccc3)C2=O)cc1 (stereo not drawn)	1735	1973
9	CN(CC(=O)NCc1ccncc1)S(=O)(=O)c1ccc(Cl)cc1	1549	1738
10	C/C(=N\Nc1cccc(Cl)c1)c1ccncc1	1567	1908
11	Cn1ccc(=S)c2ccccc21	1582	1746
12	O=C1CC(=O)Nc2cc(S(=O)(=O)N3CCN(c4cccc(C(F)(F)F)c4)CC3)ccc2N1	1803	1800
13	CCOC(=O)N1CCC(N(CCN(C)C)C(=S)Nc2cccc(C)c2)CC1	1545	1701
14	NS(=O)(=O)c1ccc(CNC(=O)/C=C/c2ccccc2[N+](=O)[O-])cc1	1653	1928
15	Cc1ccc(NC(=O)c2sc3nc(N)c(C#N)cc3c2N)cc1	1606	1829
16	CCn1c(SCC(=O)NCC2CCCO2)nc2c(c1=O)SC(C)C2 (stereo not drawn)	1571	1853
17	CC(=O)Nc1cccc2c1C(=O)N(c1ccccc1C)C2=O	1455	1822
18	O=C(COc1cccc2ccccc12)NNC(=O)c1cnccn1	1494	1829
19	S=C1c2ccccc2CN1c1ccccc1	1593	1965
20	C/C(=N\NC(=O)C1CC1)c1cccnc1	1461	1678
21	O=C(CN1CCN(c2ncccn2)CC1)N1CCc2ccccc21	1544	1688
22	CCOC(=O)C(=O)Nc1sc(C(=O)N(CC)CC)c(C)c1C#N	1599	1678
23	COc1cc(NC(=O)COC(=O)CNS(=O)(=O)c2ccc(F)c(F)c2F)cc(OC)c1	1591	1810
24	Cc1ccccc1OCc1n[nH]c(=S)n1Cc1ccccc1	1587	1850
25	C#CCNc1ccc([N+](=O)[O-])cc1	1568	1717

# The list goes on:
item	structure	SRC3 TRFRET art	SRC1 TRFRET art
26	CCCc1cc(=O)[nH]c(SCC(=O)N2CCN(S(=O)(=O)c3ccc(Cl)cc3)CC2)n1	1514	1689
27	CCCC(=O)Nc1nc(C)c(C(C)=O)s1	2466*	2803*
28	O=C(NO)c1ccccc1C(F)(F)F	1617	1514
29	CC(C)N1CCN(Cc2cc(F)ccc2-n2cccn2)CC1CCO (stereo not drawn)	1615	1935
30	Cc1ccc(NC(=O)CCn2c(=S)oc3ccccc32)cc1	1728	2071
31	COC(CNC(=O)c1ccc(N2CCC3(CC2)OCCO3)c([N+](=O)[O-])c1)OC	1628	2049
32	O=C(NCc1cccnc1)c1nc(-c2cccs2)no1	1615	1827
33	CC(C)CC(=O)NC(=S)Nc1nc(-c2ccc(Cl)cc2)cs1	1757	1837
34	Cc1ccccc1NC(=S)N(CCCN1CCCCC1)Cc1ccco1	1580	1866
35	C=CCSc1nc(C)c(Cc2cccc3ccccc23)c(=O)[nH]1	1713	1929
36	CCOC(=O)c1nn(-c2ccc(OCC)cc2)c2nc(-c3cccc(OC)c3)c(C#N)c(=O)n12	1535	1913
37	CCc1nc(C)cn1S(=O)(=O)c1cc([N+](=O)[O-])ccc1Cl	1530	1735
38	COc1cccc(CC2(CO)CCN(Cc3cccn3-c3cccnc3)CC2)c1	1696	1655
39	CN(Cc1cccnc1)Cc1cn(C)nc1-c1ccc(Oc2ccccc2)cc1	1528	1629
40	COc1cccc(CNC(=O)CCC2CCCN(C(=O)c3cc4ccccc4o3)C2)c1 (stereo not drawn)	1504	1598
41	CCOC(=O)C1CCCN(C(=O)C2CCN(c3nnc(-n4cccc4)s3)CC2)C1 (stereo not drawn)	1699	1648
42	O=C(CSCCO)Nc1cccc([N+](=O)[O-])c1	1692	1861
43	COc1cccc2cc(/C(=N/O)c3ccc(Br)cc3)oc12	1687	1666
44	Nc1ccc(Cl)c(S(=O)(=O)Nc2ccccc2Cl)c1	1483	2015
45	CCN(CC)CCN(C(=O)c1ccc(CN2CCCCC2)o1)C(C(=O)NC1CCCCC1)c1ccc(F)cc1 (stereo not drawn)	1743	1958
46	O=[N+]([O-])c1ccc(OCc2nnc(-c3ccccc3)o2)cc1	1679	1815
47	COc1cc(OC)c(/C=N/NC(=O)c2ccc(NC(C)=O)cc2)cc1Br	1720	1899
48	CC(=O)c1cccc(NC(=S)N2CCN(CCN3C(=O)c4cccc5cccc(c45)C3=O)CC2)c1	1613	1731
49	Cc1ccc(C(=O)Nc2cccc3ncccc23)cc1[N+](=O)[O-]	1531	1808
50	Cc1ccc(NC(=O)COC(=O)CNC(=O)c2ccc(C)s2)cc1	1429	1607

# 6 compounds from above, ordered by heavy-atom count, rising:
item	structure	SRC3 TRFRET art	SRC1 TRFRET art
42	O=C(CSCCO)Nc1cccc([N+](=O)[O-])c1	1692	1861
44	Nc1ccc(Cl)c(S(=O)(=O)Nc2ccccc2Cl)c1	1483	2015
32	O=C(NCc1cccnc1)c1nc(-c2cccs2)no1	1615	1827
49	Cc1ccc(C(=O)Nc2cccc3ncccc23)cc1[N+](=O)[O-]	1531	1808
34	Cc1ccccc1NC(=S)N(CCCN1CCCCC1)Cc1ccco1	1580	1866
39	CN(Cc1cccnc1)Cc1cn(C)nc1-c1ccc(Oc2ccccc2)cc1	1528	1629

# Additional structures follow.
item	structure	SRC3 TRFRET art	SRC1 TRFRET art
51	Cc1cc(C)cc(OCC(=O)Nc2cc(C)on2)c1	1351	1768
52	CC(C)COC(=O)C1C2C=CC3(CN(C4CCCC4)C(=O)C13)O2 (stereo not drawn)	1578	1845
53	CCOC(=O)c1c(C)[nH]c(C)c1C(=O)CSc1nc2ccccc2[nH]1	1376	1599
54	O=C(Nc1ccc([N+](=O)[O-])cc1)C1CC1(c1ccccc1)c1ccccc1 (stereo not drawn)	1833	2066
55	Cc1ccc(SCCC(=O)OCC(=O)NCC2CCCCC2)cc1	1657	1675
56	Cn1cc(NC(=O)OCc2ccc(Cl)cc2)c(C(F)(F)F)n1	1773	2038
57	CC(C)c1ccccc1NC(=O)CNC(C)c1ccc(F)cc1 (stereo not drawn)	1637	1901
58	Oc1ccccc1CNc1nc2ccccc2n1CCN1CCCCC1	1610	1940
59	COc1ccc(C)cc1-n1[nH]nnc1=S	1618	1832
60	CC(=O)N1CCN(c2ccccc2NC(=O)COc2ccccc2C)CC1	1554	1834
61	COc1ccc(C(=O)COC(=O)CCc2nc3ccccc3[nH]c2=O)cc1Br	1652	1714
62	CCCN1C(=O)CSC1=Nc1ccccc1	1440	1618
63	CC(C)OC(=O)NCCOC(=O)Nc1ccccc1Cl	1694	1883
64	Cc1ccc(C)c(NC(=O)CN(C)C(=O)Cc2ccccc2)c1	1667	1747
65	CCOc1ccc(NC(=O)c2sc(NC(C)=O)c(C(=O)OC)c2C)cc1	1550	1972
66	C=CCn1c(-c2ccc(Cl)cc2)cnc1SC(C)C(N)=O (stereo not drawn)	1615	1744
67	Cn1c(C(=O)NCC2CCCO2)cc2oc3ccccc3c21 (stereo not drawn)	1558	1896
68	Cc1cc(C)cc(N(CC(=O)NCCSCc2ccco2)S(C)(=O)=O)c1	1577	1855
69	Clc1ccc(-c2c[n+]3c(n2-c2ccccc2)SCC3)cc1	1484	1972
70	O=C(Nc1ccc2c(c1)CCC2)c1ccccc1	1644	1970
71	CC(C)(c1ccccc1)c1ccc(OCCN)cc1	1421	1625
72	Cc1nc2cc(-c3ccc(Cl)cc3)nn2c(NCCN(C)C)c1C	1761	1940
73	C(=N\Nc1nc(N2CCOCC2)nc(N2CCOCC2)n1)/c1ccco1	1717	2015
74	O=[N+]([O-])c1cccc(-c2csc(Nc3ccccc3)n2)c1	1592	1614
75	Cn1cnnc1SCc1ccc(C(=O)N/N=C/c2cccs2)cc1	1307	2019

# More results:
item	structure	SRC3 TRFRET art	SRC1 TRFRET art
76	CC(C)OC(=O)CSc1nnc2c3ccccc3n(C)c2n1	1660	1799
77	CCCc1ccc(-c2ccc(C(=O)O)cc2)nc1	1500	1717
78	CN1C(=O)NC(c2ccc(O)cc2)C2=C1CN(c1ccc(O)cc1)C2=O (stereo not drawn)	1593	1887
79	Cn1cc(Br)c(C(=O)NNC(=O)c2ccc(Cl)cc2)n1	1561	1827
80	COc1ccc(NC(=S)NC2CC3CCC(C2)N3Cc2ccco2)cc1 (stereo not drawn)	1395	1556
81	O=C(COC(=O)C1=COCCO1)NC1CCCCCCC1	1329	1474
82	CCN(C(=O)[C@@H]1CCCN1C(=O)c1cccs1)c1nc2cc(Cl)ccc2s1	1747	1824
83	Cc1ccc(-c2nc3sc(C#N)c(N)n3c(=O)c2C#N)cc1	1463	2138
84	S=C(NC1CCCC1)N1CCN(c2ncccn2)CC1	1597	1685
85	O=C(NCc1ccc(F)cc1)c1ccc(N2CCc3ccccc32)c([N+](=O)[O-])c1	1530	1993
86	CC(=O)c1ccc(N2CCN(C(=S)Nc3ccc(Cl)c(Cl)c3)CC2)cc1	1982	2238
87	CC(C)CC(=O)NS(=O)(=O)c1ccc(NS(C)(=O)=O)cc1	1615	1756
88	CC(=O)N1c2ccccc2C2(C)C(C1(C)C)C2(Cl)Cl (stereo not drawn)	1379	1738
89	CC(NC(=O)c1ccc(OC2CCN(C(=O)c3cccnc3)CC2)cc1)C1CC1 (stereo not drawn)	1569	1693
90	Cc1nnc(C)n1/N=C/c1cccc([N+](=O)[O-])c1	1622	1749
91	Cc1ccc(/C=C/C(=O)OCC(=O)NCCN2C(=O)CSC2=O)o1	1381	1634
92	C=CCN(CC(=O)NC1CCS(=O)(=O)C1)S(=O)(=O)c1ccccc1C(F)(F)F (stereo not drawn)	1604	1782
93	CCc1c(C)sc(NC(NC(C)=O)(C(=O)OC)C(F)(F)F)c1C#N (stereo not drawn)	1234	1815
94	O=C(NC1CC1)C1CCN(C2CCN(C(=O)c3ccc4cccc(F)c4n3)CC2)CC1	1650	1745
95	CCOc1cccc(C(=O)Nc2ccc(N(CC)CC)cc2)c1	1729	1603
96	NS(=O)(=O)c1ccc(N/N=C2/CCCc3ccccc32)c([N+](=O)[O-])c1	1653	2046
97	CCC(Sc1nc2cc(OC)c(OC)cc2c(=O)n1Cc1ccc(OC)cc1)C(=O)NCCOC (stereo not drawn)	1636	1686
98	CCOC(=O)NC(=O)CSc1nc(C)cc(C)c1C#N	1522	1983
99	CCOc1cc(/C=N/O)ccc1OCC(=O)Nc1cccc(C)c1	1831	1700
100	CS(=O)(=O)N(CC(=O)N/N=C/c1ccc(OCC(=O)N2CCOCC2)cc1)c1ccccc1Cl	1475	1823

# Single records (already shown):
# S=C(NC1CCCC1)N1CCN(c2ncccn2)CC1 across the screens: SRC3 TRFRET art = 1597; SRC1 TRFRET art = 1685
# C=CCN(CC(=O)NC1CCS(=O)(=O)C1)S(=O)(=O)c1ccccc1C(F)(F)F (stereo not drawn) across the screens: SRC3 TRFRET art = 1604; SRC1 TRFRET art = 1782

# Further structures
item	structure	SRC3 TRFRET art	SRC1 TRFRET art
101	CCOC(=O)/C(C#N)=N/Nc1ccc(S(=O)(=O)N2CCc3ccccc32)cc1	1595	1838
102	O=C(CN1C(=O)CC(c2ccco2)Sc2ccccc21)NC1CCCCC1 (stereo not drawn)	1415	1788
103	Cc1cccc(CC(C)NC(=O)CCc2nnc(CCCCc3ccccc3)o2)n1 (stereo not drawn)	1596	1779
104	CCc1nn(-c2ccccc2)c(=S)c2ccccc12	1738	2086
105	O=C(c1ccc([N+](=O)[O-])cc1)N1CCSC1c1ccc(Cl)cc1 (stereo not drawn)	1364	1692
106	CN(C)CCCN(C(=O)CCc1ccccc1)c1nc2ccc(F)cc2s1	1627	1906
107	CC1(C)C(=O)OC(C(=O)c2ccc(Cl)cc2)C(C)(C)C1=O (stereo not drawn)	1533	1710
108	Nc1ccccc1C(=O)NCc1ccc(F)cc1	1177	1730
109	O=C(OCc1nnc(-c2ccccc2)o1)c1cccnc1Cl	1729	1938
110	COc1ccc(S(=O)(=O)/N=C2/NC(=O)/C(=C\c3ccco3)S2)cc1	1682	1767
111	O=C(/C=C/c1cccs1)NC1CC1	1514	1659
112	NNC(=O)c1csc(-c2cccc(C(F)(F)F)c2)n1	1795	1870
113	Cc1cc(C)n(-c2n[nH]c(C)c2[N+](=O)[O-])n1	1302	1604
114	Cc1cccc(NC(=O)c2cc([N+](=O)[O-])ccc2N2CCN(C)CC2)c1	1551	1984
115	O=C(Cc1cccs1)Nc1nnc(SCc2cccc3ccccc23)s1	1367	1867
116	C/C(=N\NC(=O)CCc1ccc(S(=O)(=O)N2CCOCC2)cc1)c1ccc(Br)cc1	1656	1853
117	COC(=O)c1cn(NC(=O)Cc2ccc(Cl)c(Cl)c2)c(=O)c2ccccc12	1559	1588
118	O=C(NNC1=NC2(CCCC2)Cc2ccccc21)c1ccncc1	1647	1554
119	Nc1nc2c(Cl)cc(Cl)cc2s1	1600	1886
120	CC(=O)Nc1ccc(NC(=O)C2CCN(C(=O)c3ccc([N+](=O)[O-])cc3)CC2)cc1	1470	1966
121	COc1cc2c(cc1NC(=O)C(C)OC(=O)c1ccc(S(=O)(=O)Nc3ccccc3Cl)cc1)oc1ccccc12 (stereo not drawn)	1531	1513
122	O=C1OC(/C=C/c2ccccc2)=NC/1=C\c1cccnc1	1604	1857
123	O=C(NCCC1=CCCCC1)C1COc2ccccc2O1 (stereo not drawn)	1600	1940

# An excerpt; the hit share may differ from the screen's.
